Screening results deposited in PubChem by National Center for Advancing Translational Sciences (NCATS).
Tb PGK inh = qHTS Assay to Find Inhibitors of Phosphoglycerate Kinase; Phosphoglycerate kinase, glycosomal (Trypanosoma brucei brucei), P07378; PGK/GAPDH coupled, Kinase-Glo luminescence, 60 min; Potency, µM (highest dose often 57.5 µM), for inactives: at the highest dose activity change, negative = inhibition, actives largely listed as inhibitors; hit rate 0.043% among 380,000; note: potency is the fitted concentration of half-maximal effect; % is set by controls: 0 for no effect and ±100 for the full control effect; nearly all actives have a fitted effect of over 60% in size
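Luminescent ATP detection (Kinase-Glo Plus) follows a 60-minute room-temperature incubation, with wells lacking PGK as controls. Buffer: 100 mM TEA (pH 7.6), 5 mM MgCl2, 0.01% Tween-20. Coupling enzyme GAPDH (100 nM final) supplies unstable 1,3-BPG in-well.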
GLS inh = qHTS for Inhibitors of Glutaminase (GLS); Glutaminase kidney isoform, mitochondrial (Homo sapiens), O94925; hit rate 0.21% among 410,000; AID 624170, 2012; Potency, µM (titrated, usually from 45.5 µM), for inactives: at the highest dose activity change, negative = inhibition, hits mostly inhibitors; GLS enzymatic activity, qHTS titration; note: potency is the fitted concentration of half-maximal effect; % is set by controls: 0 for no effect and ±100 for the full control effect
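Glutamate formation by hKGA was monitored fluorometrically using coupled glutamate oxidase, HRP and Amplex Red. Substrate was added as 1 mM L-glutamine solution; incubation was 30 min at RT after an initial read.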
BAZ2B block = qHTS Assay for Inhibitors of BAZ2B | AlphaScreen BAZ2B-H3K14Ac peptide displacement | Potency, µM (highest dose often 114 µM), inactives show at the highest dose activity change, negative = inhibition, most hits filed as inhibitors | AID 504333, 2011 | Bromodomain adjacent to zinc finger domain protein 2B (Homo sapiens), Q9UIF8 | hit rate 4.4% among 360,000; note: potency is the fitted concentration of half-maximal effect; % is set by controls: 0 for no effect and ±100 for the full control effect; nearly all actives have a fitted effect of over 60% in size
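BAZ2B 50 nM plus b-H3(5-23)K14Ac 50 nM, PBS pH 7.4/0.01% Tween-20, 30 min RT; compound added (max 110 uM), 30 min RT; streptavidin donor/Ni-chelate acceptor beads 10 ug/mL final, 20 min dark; AlphaScreen read.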
POLH inh = qHTS for Inhibitors of Polymerase Eta; recombinant Pol eta, fluorescent DNA replication assay; DNA polymerase eta (Homo sapiens), Q9Y253; Potency, µM (top dose mostly 114 µM), without a hit: at the top dose activity change, negative = inhibition, hits mostly inhibitors; hit rate 1.2% among 390,000; note: potency is the fitted concentration of half-maximal effect; % is set by controls: 0 for no effect and ±100 for the full control effect
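Pol eta (10 nM) was preincubated with compounds for 15 min at room temperature, after which fluorescent replication substrate (50 nM final) was added to start the reaction. Fluorescence was read kinetically at 0 and 10 min.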
G9a block = qHTS Assay for Inhibitors of Histone Lysine Methyltransferase G9a. Histone-lysine N-methyltransferase EHMT2 (Homo sapiens), Q96KQ7. G9a H3K9 monomethylation, AlphaScreen, 2 h. Potency, µM (series often up to 102 µM), for the others: at the top dose activity, negative = inhibition, usual class: inhibitors. hit rate 8.8% among 350,000; note: potency is the fitted concentration of half-maximal effect; % is set by controls: 0 for no effect and ±100 for the full control effect; nearly all actives have a fitted effect of over 75% in size
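Compounds were preincubated with 20 nM G9a for 15 min, after which biotinylated H3K9 peptide (500 nM) and SAM (20 uM) started a 2 h room-temperature reaction. Monomethylated product was quantified by antibody-based AlphaScreen chemiluminescence.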
PI4K2A inh = qHTS for small molecular inhibitors of PI4K2A | Phosphatidylinositol 4-kinase type 2-alpha (Homo sapiens), Q9BTU6 | purified PI4K2A, ADP-Glo luminescence, 1 h; stronger effect = lower value | activity change, negative = inhibition, % at 76.9 µM | hit rate 0.13% among 420,000; in the data active = activity change below about -50%; inconclusive = mostly about -30% to -49%;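 note: -100% = wells without enzyme as full effect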
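PI4K2A activity was measured by ADP-Glo luminescence: enzyme (4 ug/mL stock) and phosphatidylinositol (1.2 mM stock) in Tris pH 7.5/MgCl2/EGTA/Triton X-100 buffer were reacted with ATP (300 microM stock) for one hour at ambient temperature.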
Pin1 inh = qHTS Assay to Find Inhibitors of Pin1. Peptidyl-prolyl cis-trans isomerase NIMA-interacting 1 (Homo sapiens), Q13526. Pin1 FP peptide displacement, HiFluor488, 10 min. Potency, µM (top dose mostly 115 µM), inactives show top-dose activity, negative = inhibition, hits mostly inhibitors. hit rate 0.009% among 390,000. AID 504891, 2011; active = well fitted inhibition curve with a large enough effect in the polarisation, with a control signal flat, not every such curve was filed as active; inconclusive = small, poorly fitted or top-dose-only effect, or effect the other way, or a change in a side signal; inactive = no such curve, though single readings can be large or run the other way; the % refers to the polarisation; note: potency is the fitted concentration of half-maximal effect; % is set by controls: 0 for no effect and ±100 for the full control effect
HP1b binding inh = HTS for Inhibitors of HP1-beta Chromodomain Interactions with Methylated Histone Tails; Chromobox protein homolog 1 (Homo sapiens), P83916; AlphaScreen HP1-beta / biotin-H3K9me3 peptide binding; Potency, µM (titrated, usually from 114 µM), inactives show top-dose activity change, negative = inhibition, actives largely listed as inhibitors; hit rate 0.56% among 390,000; note: potency is the fitted concentration of half-maximal effect; nearly all actives have a fitted effect of over 70% in size; inactives centre near 23
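Compound inhibition of the preformed complex between 50 nM HP1-beta and 50 nM biotinylated H3K9me3 peptide was read by AlphaScreen. Buffer was PBS pH 7.4 with 0.01% Tween-20. Incubations ran 30 min at room temperature, with 10 ug/mL donor/acceptor beads.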
JMJD2A Tudor inh = qHTS Assay for Inhibitors of JMJD2A-Tudor Domain; AlphaScreen JMJD2A-Tudor / H3K4me3 peptide binding; Potency, µM (series often up to 114 µM), inactives show at the highest dose activity change, negative = inhibition, actives largely listed as inhibitors; hit rate 4.4% among 390,000; note: potency is the fitted concentration of half-maximal effect; % is set by controls: 0 for no effect and ±100 for the full control effect; nearly all actives have a fitted effect of over 50% in size
Active calls of the source: *; i = inactive; ? = inconclusive; . = not tested or not shown; & = joins results of further samples; [ ] = dose if it differs, or a comment. Unless noted, calls come from the whole dose curve; as a rule, active = well fitted curve in the direction sought with a large enough effect; inconclusive = small, poorly fitted or top-dose-only effect, or another doubt; inactive = no such curve, though single readings can be large; an effect the other way counts as inactive or inconclusive. These rows are one share of the data; count on the stated rates, not on these rows.

Tb PGK inh	GLS inh	BAZ2B block	POLH inh	G9a block	PI4K2A inh	Pin1 inh	HP1b binding inh	JMJD2A Tudor inh	SMILES
12%	-1%&-5%	3%&-8%	-7%&-8%	-11%	-1&0	-3%&-1%	36%&23%	-4%&-6%	CCc1ccc(-c2nc3ccc(Br)cc3c(C(=O)O)c2C)s1
2%	-12%	-24%	-9%	-5%[12.7 µM]	1	-3%	21%	-13%	COc1ccc(C2SCCN2S(=O)(=O)c2ccc(NC(C)=O)cc2)cc1 (centres undefined)
6%	2%	-2%	-2%	13%[59 µM]	3	5%	20%	2%	Cc1ccc(SCC(=O)Nc2nccs2)cc1
-3%	9%	0%	6%	6%[59 µM]	-3	5%	62%[activator]	-12%[57.1 µM]	CC(C)CCC1CC(CSC(=N)N)OC1=O (centres undefined)
8%	0%	-6%	-3%	-40%[12.7 µM]	-6	-8%	9%	-7%	CC(c1ccco1)N(C(=O)COc1ccc(Cl)cc1)c1ccccn1 (centres undefined)
-6%	-15%	1%	-6%	.	4	6%	25%	-13%	CCN(CC)C(=O)C(=O)c1cn(CC(=O)NCC2CCCO2)c2ccccc12 (centres undefined)
i	2%	-2%	-14%	8%[59 µM]	-6	4%	47%[activator]	-13%	CCC(=O)NC(=S)Nc1ccc(OC)cc1OC
0%	-5%	-6%	?	40µM*	-4	?	-21%	-21%[11.4 µM]	COC(=O)c1cc(NC(=O)c2cccc(C(F)(F)F)c2)c(=O)oc1C/C=N/OCc1cccc(Cl)c1Cl
0%	-10%	8%	-3%	1%[0.501 µM]	7	2%	24%	-5%	CCCCC1CCC(C(=O)OCC(=O)N(CCOC)c2c(N)n(Cc3ccccc3)c(=O)[nH]c2=O)CC1 (centres undefined)
-9%	-1%	27%	-13%	10%[59 µM]	-8	0%	21%	-12%	O=C(Nc1ccc(NC(=O)c2ccco2)cc1)c1cnccn1
-9%	2%	-2%	-19%	-31%[59 µM]	2	-4%	34%	2%[11.4 µM]	O=C(CSCc1ccccn1)Nc1ccccc1
-2%	-16%	-3%	-16%	-19%	-1	4%	28%	-12%	COc1ccc(C(=O)NC2CCCN(Cc3ccccc3F)C2)c(OC)c1OC (centres undefined)
-4%	-1%	.	-16%	.	-4	3%	7%	?	COc1cc(C#Cc2c(-c3cncn3C)n(C)c3ccc(-c4ccc5cc[nH]c5c4)cc23)cc(OC)c1
2%	-1%	-33%	-5%	-6%	-1	11%	14%	-25%	CCOC(=O)C1=C(O)/C(=C/c2ccccn2)SC1=Nc1ccc(Cl)cc1
i	-1%	-4%	-2%	-1%[59 µM]	-2	-1%	16%	-13%	O=C(C1Cc2ccccc2CN1S(=O)(=O)c1ccc(F)cc1)N1CCOCC1 (centres undefined)
-10%	4%	10%	4%	1%[12.7 µM]	1&-3	1%	31%	-14%	CC(=O)[C@H]1CC[C@H]2[C@@H]3CC=C4C[C@@H](O)CC[C@]4(C)[C@H]3CC[C@]12C
.	3%	-9%	-19%	13%	-4	12%	24%	-12%	CCOc1ccc(CN2CCCC(CNC(=O)c3ccc(F)cc3)C2)cc1CO (centres undefined)
i	1%	2%	-19%	46%[59 µM]	-1	5%	87%[activator]	3%	Cc1cc(OCC(=O)OCC(=O)Nc2cc(C(F)(F)F)ccc2N2CCOCC2)ccc1Cl
-8%	3%	9%	-4%	?	1	-3%	51%[activator]	4%	Cc1[nH]c(=O)[nH]c(=O)c1/C=N/NC(=O)[C@@H](NC(=O)OC(C)(C)C)C(C)C
-6%	0%	10%	3%	3%[59 µM]	-2	-5%	-14%	-16%	O=C(CNS(=O)(=O)c1cccs1)N1CCCCC1
-7%	0%	.	-6%	.	-3	.	.	.	O=C(CSc1nnc(-c2cccnc2)o1)Nc1ccc(F)cc1
5%	-15%	-24%	-9%	7.9µM*	4	?	?	?	COC(=O)[C@H](CC(C)C)NC(=O)c1cc2c(cn1)[nH]c1ccccc12
-2%	2%	-25%	0%	?	-4	-8%	16%	-20%	CCCc1nc(SCC(=O)N2CCC(C)CC2)c2c(=O)n(C)c(=O)n(C)c2n1
-5%	2%	?	-21%	?	-2	-1%	-20%	?	O=[N+]([O-])c1cc(C(F)(F)F)ccc1NCCCCNS(=O)(=O)c1ccc2ccccc2c1
-1%&3%	5%&11%	28µM*	-20%&-12%	?	-3&-13	23%	?	45µM*	CCn1c(C)c(C)c2cc(C(=O)N3CCN(c4ccccc4)CC3)ccc21
4%	15%	165%[activator]	?	.	7	4%	138%[activator]	137%[activator]	Fc1ccccc1CNc1ccc(Cl)c(Cl)c1
8%	9%	-11%	-2%	-41%[59 µM]	1	-11%	9%	-25%	Cc1ccccc1C(=O)Nc1nnc(S(=O)(=O)N2c3ccccc3CC2C)s1 (centres undefined)
1%	12%	.	-9%	.	1	.	.	.	COc1ccc(Cc2nc3ccc(C(=O)NC4CCOC4)cc3o2)cc1OC (centres undefined)
9%	7%	-12%	-15%	-17%[59 µM]	5	-8%	-13%	-20%	O=C(N/N=C/C=C/c1ccc([N+](=O)[O-])cc1)C1COc2ccccc2O1 (centres undefined)
i	7%	2%	-5%	-30%	-16	-4%	59%	7%	O=c1oc(Nc2ccccc2F)nc2ccccc12

Of the compounds above, these contain an aryl methoxy group.
Tb PGK inh	GLS inh	BAZ2B block	POLH inh	G9a block	PI4K2A inh	Pin1 inh	HP1b binding inh	JMJD2A Tudor inh	SMILES
2%	-12%	-24%	-9%	-5%[12.7 µM]	1	-3%	21%	-13%	COc1ccc(C2SCCN2S(=O)(=O)c2ccc(NC(C)=O)cc2)cc1 (centres undefined)
i	2%	-2%	-14%	8%[59 µM]	-6	4%	47%[activator]	-13%	CCC(=O)NC(=S)Nc1ccc(OC)cc1OC
-2%	-16%	-3%	-16%	-19%	-1	4%	28%	-12%	COc1ccc(C(=O)NC2CCCN(Cc3ccccc3F)C2)c(OC)c1OC (centres undefined)
-4%	-1%	.	-16%	.	-4	3%	7%	?	COc1cc(C#Cc2c(-c3cncn3C)n(C)c3ccc(-c4ccc5cc[nH]c5c4)cc23)cc(OC)c1
1%	12%	.	-9%	.	1	.	.	.	COc1ccc(Cc2nc3ccc(C(=O)NC4CCOC4)cc3o2)cc1OC (centres undefined)

Going on with the list.
Tb PGK inh	GLS inh	BAZ2B block	POLH inh	G9a block	PI4K2A inh	Pin1 inh	HP1b binding inh	JMJD2A Tudor inh	SMILES
-6%	-7%	2%	-12%	-18%[59 µM]	-8	0%	30%	-1%	Cc1nc2scc(-c3cccs3)c2c(=O)n1-n1cccc1
-2%	-10%	8%	0%	-27%[59 µM]	2	2%	44%[activator]	-25%	CC(=O)c1ccc(OCCCC(=O)N2CCN(S(=O)(=O)c3cccs3)CC2)cc1
i	9%	-3%	-15%	?	2	-6%	13%	-4%	CCOC(=O)c1cc2cc([N+](=O)[O-])cc(OC)c2oc1=O
11%	3%	?	-4%	?	0	-6%	26%	-5%	CCN1CCN(C(CC(C)C)c2nnnn2CS(=O)(=O)c2ccc(C)cc2)CC1 (centres undefined)
0%	0%	2%	-14%	6%[0.501 µM]	2	1%	37%	-23%	COc1cc2cc(CCOC(=O)c3ccco3)oc(=O)c2cc1OC
?	59%[activator]	7.9µM*	89µM*	3.5µM*	-4	-8%	18µM*	20µM*	Cc1[nH]n(-c2ccccc2)c(=O)c1N=Nc1c(O)cc(S(=O)(=O)N(C)C)c2ccccc12
3%	8%	-6%	4%	0%[12.7 µM]	0	7%	19%	-2%	COc1cccc2cc(-c3nnc(-c4ccccc4)o3)c(=O)oc12
2%	-1%	2%	-6%	-37%[59 µM]	1	80%[activator]	10%	-4%	COc1ccc(NC(=O)C2CCC(CNS(=O)(=O)c3ccc(Br)s3)CC2)c(OC)c1 (centres undefined)
-7%	2%	-36%	-1%	-2%[2.33 µM]	4	?	14%	-18%	COc1cc(C)nc(OCCNC(=O)COc2ccc(Cl)cc2Cl)n1
-8%	-2%	.	-19%	.	3	.	.	.	[O-][N+](=Cc1c(Cl)cccc1Cl)CC1(O)CCCCC1
-9%	12%	?	-14%	-3%[12.7 µM]	-4	-2%	4%	2%	COC(=O)c1oc2ccc(Br)cc2c1NC(=O)c1ccccc1
-1%	11%	-34%	2%	2%[59 µM]	-3	2%	-2%	-17%	COc1cc(C(=O)NCc2ccc(C)cc2)ccc1OCc1c(C)noc1C
2%	1%	-14%	6%	1%	0	0%	-1%	-2%	COc1ccccc1CNC(=O)CN1CCN(c2ccc(C(C)=O)cc2)CC1
